From PubChem
Tau fibril FP: tau fibrillization inhibition (FP) | P10636 | K18 P301L tau heparin fibrillization, Alexa594 FP, 6 h | Potency, µM (top dose mostly 57.7 µM), without a hit: at the top dose activity, negative = inhibition, most hits filed as inhibitors | actives 0.39% (n = 280,000) | AID 1468; further: nearly all actives have a fitted effect of over 55% in size
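Read-out: fluorescence polarization of Alexa 594-labeled tau (0.24 uM), 555 nm excitation, 632 nm emission. Mixtures held 15 uM unlabeled K18 P301L, compound and 20 uM heparin, pH 7 acetate buffer, incubated 6 hr at 37 C.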
TRb-SRC2 inh: disrupts binding of human TR beta to SRC2 | AID 1469 | actives 0.065% (n = 280,000) | TRbeta-SRC2 peptide binding, fluorescence polarization; receptor liganded with 1 µM T3 | Potency, µM (titrated, usually from 106 µM), inactives show at the top dose activity change, negative = inhibition, actives largely listed as inhibitors;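 further: plate controls were bound peptide for no effect and peptide without receptor for full effect; nearly all actives have a fitted effect of over 50% in size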
Target sequence (P10828 whole entry, looked up): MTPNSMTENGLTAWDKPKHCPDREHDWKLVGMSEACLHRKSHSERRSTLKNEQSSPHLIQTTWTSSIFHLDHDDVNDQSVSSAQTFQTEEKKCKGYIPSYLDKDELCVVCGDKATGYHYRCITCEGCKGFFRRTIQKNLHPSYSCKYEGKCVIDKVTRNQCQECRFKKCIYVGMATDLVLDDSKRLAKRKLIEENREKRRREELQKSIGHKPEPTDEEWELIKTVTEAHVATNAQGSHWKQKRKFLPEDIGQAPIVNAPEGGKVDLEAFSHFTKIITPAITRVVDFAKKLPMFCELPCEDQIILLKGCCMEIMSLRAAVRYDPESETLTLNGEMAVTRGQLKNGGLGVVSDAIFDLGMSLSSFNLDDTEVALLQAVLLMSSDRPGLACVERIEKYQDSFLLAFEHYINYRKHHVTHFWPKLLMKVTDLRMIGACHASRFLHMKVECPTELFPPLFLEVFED
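Human TRb ligand-binding domain (0.6 uM) is mixed with 20 nM Texas Red SRC2 peptide and 1 uM T3; after compound addition and 5 hr at ambient temperature, polarization is measured and normalized to unbound and bound controls.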
TexasRed fluor: counter-screen for TRb-SRC2 inhibitors: fluorescence interference; TRb/SRC2 Texas Red total fluorescence interference; Potency, µM (highest dose often 106 µM), without a hit: at the highest dose fluorescence change, negative = quenching; actives 0.29% (n = 280,000); active means well fitted curve in either direction with a large enough effect; inconclusive means small, poorly fitted or top-dose-only effect
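Human TRb ligand-binding domain at 0.6 uM with 20 nM Texas Red SRC2 peptide in Tris buffer containing 1 uM T3 and 5% DMSO, incubated with compound 5 h at ambient temperature. Total fluorescence (555/632 nm) calculated as parallel + 2 × perpendicular.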
Tau fibril ThT: blocks human tau fibril formation measured by thioflavin T; Potency, µM (highest dose often 57.4 µM), for inactives: top-dose activity, negative = inhibition, most hits filed as inhibitors; actives 2.1% (n = 270,000); P10636; recombinant tau K18 P301L, heparin-induced fibrillization, ThT fluorescence; further: nearly all actives have a fitted effect of over 55% in size
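Fibril formation assay: tau K18 P301L at 15 uM with trace Alexa 594 label, heparin inducer 20 uM, pH 7 sodium acetate buffer, 37 C for 6 hr; endpoint ThT signal.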
JMJD2E inh: inhibitors of human JMJD2E histone demethylase; actives 1.6% (n = 230,000); B2RXH2; JMJD2E catalytic domain, FDH-coupled NADH fluorescence (FDH is formaldehyde dehydrogenase); Potency, µM (titrated, usually from 57.1 µM), for the others: at the top dose activity change, negative = inhibition, actives largely listed as inhibitors; active means well fitted inhibition curve with a large enough effect, not every such curve was filed as active; inconclusive means small, poorly fitted or top-dose-only effect, or another doubt; inactive means no such curve, though single readings can be large or run the other way;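 further: 0% = wells with enzyme and -100% = buffer wells without enzyme; nearly all actives have a fitted effect of over 50% in size; many of its hits are not listed in these tables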
RECQ1 helicase: inhibitors of human RECQ1 DNA helicase; P46063; RECQ1 DNA unwinding, red fluorescence kinetic read; Potency, µM (highest dose often 57.3 µM), for inactives: at the highest dose activity, negative = inhibition, actives largely listed as inhibitors; actives 0.54% (n = 240,000);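 further: plate controls were vehicle for no effect and no enzyme for full effect; nearly all actives have a fitted effect of over 30% in size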
Target sequence (P46063 whole entry, looked up): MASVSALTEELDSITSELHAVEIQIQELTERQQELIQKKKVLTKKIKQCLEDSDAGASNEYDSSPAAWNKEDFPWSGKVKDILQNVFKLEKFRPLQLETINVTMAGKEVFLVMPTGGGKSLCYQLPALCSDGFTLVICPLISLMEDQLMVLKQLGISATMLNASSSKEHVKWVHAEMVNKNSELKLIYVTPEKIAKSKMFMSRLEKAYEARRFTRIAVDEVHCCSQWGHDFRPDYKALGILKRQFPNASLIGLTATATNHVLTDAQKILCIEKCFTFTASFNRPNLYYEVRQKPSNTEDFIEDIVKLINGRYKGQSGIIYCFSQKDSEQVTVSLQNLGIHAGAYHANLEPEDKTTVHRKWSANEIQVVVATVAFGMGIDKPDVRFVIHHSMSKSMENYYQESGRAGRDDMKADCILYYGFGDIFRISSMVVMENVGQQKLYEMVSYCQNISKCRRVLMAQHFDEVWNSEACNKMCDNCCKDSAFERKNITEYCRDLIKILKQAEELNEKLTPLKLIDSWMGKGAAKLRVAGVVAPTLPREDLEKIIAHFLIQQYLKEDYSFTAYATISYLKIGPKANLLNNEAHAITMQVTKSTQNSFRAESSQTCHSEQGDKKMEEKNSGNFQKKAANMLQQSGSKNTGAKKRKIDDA
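50 nM RECQ1T1 preincubated 15 min with compound in Tris pH 8.0 buffer with MgCl2, DTT, Tween-20 and 2.5 ug/ml poly(dI-dC); started with 200 nM TAMRA/BHQ-2 forked duplex and 2 mM ATP. Unwinding read as fluorescence (525/598 nm), two reads 2 h apart.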
L3MBTL1 block: inhibitors of human L3MBTL1; Q9Y468; AlphaScreen L3MBTL1–H3K9me1 peptide binding; Potency, µM (doses to about 57.1 µM), for inactives: at the highest dose activity, negative = inhibition, hits mostly inhibitors; actives 0.66% (n = 230,000); AID 485360; further: nearly all actives have a fitted effect of over 60% in size
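AlphaScreen proximity signal between nickel-chelate acceptor and streptavidin donor beads (final 10 ug/mL) reports binding of 50 nM L3MBTL1 to 75 nM biotin-H3 K9me1 peptide; complex incubated with compounds 30 min at room temperature; cefsulodin titration as control.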
GoLoco inh red: RGS12 GoLoco-Gai1 interaction inhibition; Potency, µM (series often up to 61.6 µM), without a hit: at the highest dose activity, negative = inhibition, actives largely listed as inhibitors; P63096; Gai1:RGS12 GoLoco peptide FP, rhodamine, 10 min; actives 0.44% (n = 230,000); AID 880; active means well fitted inhibition curve with a large enough effect, not every such curve was filed as active; inactive means no such curve, though single readings can be large or run the other way; further: nearly all actives have a fitted effect of over 30% in size; many of its hits are not listed in these tables
The depositor's hits bear a star; i = inactive; ? = inconclusive; nt = not tested or not shown; & = joins results of further samples; [ ] = dose if it differs, or a comment. Unless noted, the call rests on the fitted dose curve; in most records, active means well fitted curve in the direction sought with a large enough effect; inconclusive means small, poorly fitted or top-dose-only effect, or another doubt; inactive means no such curve, though single readings can be large; an effect the other way counts as inactive or inconclusive. Unless noted, on the % scale 0 is the no-effect control and ±100 the full control effect; potency means the concentration at half of the fitted maximal effect. A portion of the library; count on the stated rates, not on these rows.

The line under a structure holds: JMJD2E inh | Tau fibril ThT | RECQ1 helicase | Tau fibril FP | GoLoco inh red | TRb-SRC2 inh | TexasRed fluor | L3MBTL1 block
COC1C(O)C(C)O[C@@H](OC2CC[C@@]3(C)C4CC[C@]5(C)C(C6=CC(=O)OC6)CC[C@@]5(O)C4CC[C@@H]3C2)C1O (some centres not stated)
  -3.6% | 0.6% | 1.4% | -0.5% | 2.8% | 1.2% | -0.8% | nt
O=P(Nc1cccnc1)(Oc1ccccc1)Oc1ccccc1
  -1.1% | 1.8% | 8.1% | 4.8% | -3.3% | -6.6%[53 µM] | -1.1%[53 µM] | -3.2%
Cc1ccc(C)c(NC(=O)CSc2nnc([C@@H](N)Cc3c[nH]c4ccccc34)o2)c1
  ? | ? | i | 7.5% | 20.1% | -8.0% | -8.7% | -5.8%
CN[C@@H]1C[C@@H](c2ccc(Cl)c(Cl)c2)c2ccccc21
  -6.3%&3.1% | ? | -8.6% | 0.4%&-1.5% | 5.7%&17.9% | -1.9%&-2.9% | 0.4%&-1.7% | nt
CC(C)c1ccc(N2C(=O)NC(=O)/C(=C/C=C/c3ccco3)C2=O)cc1
  -17.4% | 14.1µM* | ? | 14.1µM* | 125.5%[activator] | nt | 10.1% | ?
C=CC[N+]1(C)C2CCC1CC(O)C2 (configuration not stated)
  2.8% | -3.2% | i | -2.4% | 1.1% | 4.4% | -0.6% | nt
O=C(C1CCN(c2nc3ccc(Br)cc3s2)CC1)N1CCC2(CC1)OCCO2
  -1.9% | -12.7% | -6.5% | -3.7% | -5.6% | 5.2% | 3.2% | 3.0%
CC1=NN=C(c2ccc(N)cc2)c2cc3c(cc2C1)OCO3
  -7.2%&-24.0% | ? | -7.4%&-14.5% | 8.3%&2.1% | 11.3%&4.2% | -2.0%&0.9% | 3.0%&-0.3% | -3.8%
CCOC(=O)C1(CCc2ccccc2)CCN(Cc2ccco2)CC1
  -1.7% | -5.9% | i | -4.0% | -6.4% | -0.4% | -6.5% | 3.2%
Cl.Cl.Cl.Cl.Cl.Cl.N.N.N.N.NNNNN.NNNNN.O.O.[Ru].[Ru].[Ru]
  31.6µM* | 22.4µM* | 12.6µM* | ? | -4.1% | -13.6% | -4.5% | nt
Cc1c(NC(=O)C(C)OC(=O)Cc2ccccc2)c(=O)n(-c2ccccc2)n1C (configuration not stated)
  -1.9% | -2.5% | 15.8% | 11.6% | 1.3% | 3.7% | 0.9% | nt
CC1(C)C2SCC(=O)N2CCN1CC(=O)NN (configuration not stated)
  26.9% | -2.1% | -0.2% | -7.6% | 1.5% | -4.6% | 1.4% | 7.1%
COc1ccccc1N(CC(=O)NC1CCCCC1)C(=O)c1cnn(C(C)C)c1
  5.8% | -0.8% | -5.9% | 6.2% | -0.6% | -9.9% | -1.0% | 16.9%
COc1ccc(CNc2oc(-c3cccc4ccccc34)nc2P(=O)(OC)OC)cc1
  ? | ? | i | 22.1% | -9.4% | 2.9% | -0.8% | nt
C[C@H](N)[C@@H](O)c1ccccc1
  14.1%[25.5 µM] | nt | i | nt | -4.7%[21.6 µM] | 1.9%[53 µM] | 0.2%[53 µM] | nt
Cc1ccc(NC(=O)N(Cc2ccc3c(c2)OCO3)C2CCN(Cc3ccccc3)CC2)cc1C
  nt | -11.0% | nt | 1.1% | nt | -1.8% | ? | nt
CC(NCc1ccc(Cl)c(Cl)c1)C(O)c1ccccc1 (configuration not stated)
  -0.7% | -9.9% | i | -7.0% | -5.6% | -10.2% | -4.5% | nt
COc1ccc(N=Nc2c(O)[nH]c(=S)[nH]c2=O)cc1
  -4.7% | 2.82µM* | -2.6% | -4.0% | 51.4%[activator] | 7.4% | -7.1% | -2.0%
CCNc1nc2[nH]c(=O)c3c(c2s1)OC(N)=C(C#N)C3c1cccs1 (configuration not stated)
  -23.4% | ? | -2.5% | -15.3% | 24.1% | -8.1% | -2.1% | -1.1%
N#CC12CNCC1CN=N2 (configuration not stated)
  6.2% | -2.8% | -1.7% | -2.9% | 0.4% | -1.1% | -1.1% | 7.2%
CC1=C(O)C(=O)[C@H]2O[C@@H]2C1=O
  ? | 2µM* | -11.7% | 3.98µM* | -5.7% | -1.9% | -4.1% | nt
Cc1ccc(OCC(=O)N2CCN(C)CC2)c(Br)c1
  3.2% | -4.6% | -8.5% | -3.2% | 1.4% | 1.0% | -3.1% | nt
C=Cn1ccnc1P(=S)(c1nccn1C=C)C1CCCCC1
  1.4% | -1.4% | -15.2% | -1.4% | 3.1% | 3.4% | 1.8% | -7.3%
CN(C(=O)Cc1ccc(Cl)c(Cl)c1)C(CN1CCCC1)c1cccc(OCC(=O)O)c1 (configuration not stated)
  -1.9% | ? | 1.4%&-0.1% | -1.1%&-2.1% | 7.9%&8.0% | 3.2%&7.1% | 1.3%&-1.6% | 2.2%
Cc1ccc2c(c1)C1CN(C)CCC1N2C(=O)CCCN1C(=O)c2cccc3cccc(c23)C1=O (configuration not stated)
  ? | -17.6% | 2.4% | 5.8% | 3.2% | 0.3% | 1.6% | -16.2%
COc1ccc(/C=C2/C(=O)NC(=O)N(C3CCCCC3)C2=O)cc1CSc1ccccn1
  -29.8% | ? | -7.7% | -17.7% | 30.5%[activator] | -51.6%[53 µM] | 0.5%[53 µM] | -4.6%
CCC(=NCc1ccco1)c1c(O)n(C)c(=O)n(C)c1=O
  5.5% | -5.3% | -1.9% | -0.7% | -4.2% | 0.3% | -2.4% | 1.8%
Cc1noc(C)c1C(=O)N1CCC2(CC1)OCCO2
  -5.4% | -1.5% | -1.1% | -0.7% | -0.9% | -4.0% | 1.6% | 12.3%
Cc1[nH]c2ccccc2c1/C=N/O
  8.1% | -3.5% | -5.9% | 10.1% | 4.5% | -23.7% | -0.8% | -1.0%
Cc1ccc(-n2c(/C=C/c3cc(Br)cs3)nc3ccccc3c2=O)cc1
  nt | -4.0% | nt | 6.6% | nt | 0.0% | 0.1% | nt
CC(=O)c1c(C)n(CC2CCCO2)c2ccc(O)cc12 (configuration not stated)
  7.1% | -1.3% | i | 3.9% | 1.0% | 3.4% | 0.6% | -3.8%
Cc1ccc(S(=O)(=O)NCC2CCC(C(=O)N3CCC4(CC3)OCCO4)CC2)cc1 (configuration not stated)
  6.2% | -13.6% | i | 2.2% | 4.5% | -1.9% | -2.3% | 4.1%
C[N+]12CCC(CC1)C(=C(c1ccccc1)c1ccccc1)C2
  -1.9% | 7.4% | i | 2.4% | 11.2µM* | 0.3% | -8.0% | 10.7%
Cc1[nH]c2ccccc2c1C1=CCNCC1
  ? | ? | -2.9% | -11.7% | 4.4% | -13.6% | 0.8% | 15.4%
CCCCCCCCCCCCC/C=C/[C@@H](O)[C@@H](N)COP(=O)([O-])OCC[N+](C)(C)C
  6.2% | 0.7% | -3.5% | -2.9% | 2.0% | 7.8% | -1.1% | nt
CN(Cc1ccccc1)Cc1ccccc1OC(=O)N(C)C
  6.0% | -3.4% | -8.3% | 4.3% | nt | -2.3% | -2.4% | 6.3%
Cc1ccccc1CN1C(=O)C(C)N=C(c2ccccc2)c2ccccc21 (configuration not stated)
  nt | -1.5% | nt | -0.8% | nt | 0.2% | -6.5% | nt
CCC(=O)c1ccc(OC(=O)N(C)c2ccccc2)cc1
  -11.3% | -8.8% | 17.3% | -0.8% | 9.6% | 3.0% | -0.1% | -4.3%
O=C1N(c2ccc(Cl)cc2)C(c2cccnc2)N2CCCN12 (configuration not stated)
  -2.9% | 3.1% | i | 3.1% | -1.3% | -3.7% | 1.0% | nt
O=C(COc1cc(Cl)ccc1Cl)Nc1ccc(Cl)cc1C(=O)c1ccccc1
  nt | 0.9% | nt | -13.8% | nt | -10.5% | -3.1% | nt
Cc1nc2nc(C)c(CCC(=O)N3CCC4(CC3)OCCO4)c(C)n2n1
  6.0% | -8.9% | 11.0% | 2.0% | 0.2% | 11.4% | 0.2% | 2.0%
Cc1cccn2c(=O)c3cc(C(=O)N4CCC5(CC4)OCCO5)n(C)c3nc12
  ? | ? | -6.6% | 0.6% | 9.4% | -2.1% | -1.0% | 3.8%
COc1ccc(C2C(C(=O)N3CCC4(CC3)OCCO4)c3cc(OC)c(OC)cc3C(=O)N2C)cc1 (configuration not stated)
  -18.5% | -10.8% | -2.6% | 4.3% | -6.1% | -10.1% | -4.8% | 0.3%
CCC1(CC)C(=N)N(C)C(=O)NC1=O
  3.9% | 3.8% | 1.8% | 7.1% | 3.5% | 0.8% | 2.1% | 0.2%
COc1ccc(OC)c(N2Cc3ccccc3C2=N)c1
  -3.4% | -2.6% | i | 2.0% | 14.7% | -1.2% | -6.5% | 35.7%[activator][11.4 µM]
CN1C(=O)C(=Cc2ccccc2Oc2ccc(Cl)cc2)C(=O)N(C)C1=O
  -4.6% | ? | i | 0.2% | -16.0% | 3.7% | -0.7% | 9.1%
CCOC(=O)c1ccc(N2C(=O)CC(N3CC=C(c4ccc(F)cc4)CC3)C2=O)cc1 (configuration not stated)
  14.1µM* | ? | -11.1% | 1.1% | 74.0%[activator] | -8.5% | 6.6% | ?
COc1ccc(-c2csc(NC(=O)COC(=O)Cc3ccccc3)n2)cc1OC
  -3.9% | -4.8% | -6.2% | -2.1% | 2.7% | -13.9% | -1.1% | 5.1%
COc1ccc(C(=O)C(C)(C)NO)cc1
  ? | 3.8% | i | -7.2% | 3.6% | 1.5% | -0.7% | -2.2%
CN1CCN(c2ccc([N+](=O)[O-])c(Sc3ccccn3)c2)CC1
  10.2% | ? | -1.3% | -3.6% | 5.6% | 5.2% | -1.6% | -13.9%

Reprinted at random: 2 entries already listed, in no set order.
The line under a structure holds: JMJD2E inh | Tau fibril ThT | RECQ1 helicase | Tau fibril FP | GoLoco inh red | TRb-SRC2 inh | TexasRed fluor | L3MBTL1 block
COc1ccccc1N(CC(=O)NC1CCCCC1)C(=O)c1cnn(C(C)C)c1
  5.8% | -0.8% | -5.9% | 6.2% | -0.6% | -9.9% | -1.0% | 16.9%
Cc1ccc(OCC(=O)N2CCN(C)CC2)c(Br)c1
  3.2% | -4.6% | -8.5% | -3.2% | 1.4% | 1.0% | -3.1% | nt
